# Screens deposited in PubChem by National Center for Advancing Translational Sciences (NCATS).
# p53 reactivation = qHTS assay for re-activators of p53 using a Luc reporter | H1299 p53-A138V BP100-luciferase reporter, luminescence, 24 h | Potency, µM (series often up to 92.2 µM), without a hit: top-dose activity change, positive = activation, actives largely listed as activators | 320,000 tested, 0.063% active; further: potency means the concentration at half of the fitted maximal effect; % of control where 0% means no effect; nearly all actives have a fitted effect of over 45% in size
#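 p53-null H1299 cells stably carrying temperature-sensitive p53-A138V and a BP100-luciferase reporter were pinned with compounds (4-point, 1:5 series) and held 24 hrs at 37 deg C. Luminescence was read 10 min after detection reagent.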
# PTAP TSG101 blk = qHTS Assay for Iinhibitors of HIV-1 Budding by Blocking the Interaction of PTAP/TSG101 | Potency, µM (series often up to 115 µM), inactives show at the highest dose activity change, negative = inhibition, hits mostly inhibitors | Fluorescence polarization, FITC-PTAP peptide / Tsg101 binding | 340,000 tested, under 10 active; active means well fitted inhibition curve with a large enough effect in the main read-out, with a control signal flat, not every such curve was filed as active; inconclusive means small, poorly fitted or top-dose-only effect, or effect the other way, or a change in a side signal; inactive means no such curve, though single readings can be large or run the other way; further: potency means the concentration at half of the fitted maximal effect; % of control where 0% means no effect
# Target sequence (Q99816 whole entry, looked up): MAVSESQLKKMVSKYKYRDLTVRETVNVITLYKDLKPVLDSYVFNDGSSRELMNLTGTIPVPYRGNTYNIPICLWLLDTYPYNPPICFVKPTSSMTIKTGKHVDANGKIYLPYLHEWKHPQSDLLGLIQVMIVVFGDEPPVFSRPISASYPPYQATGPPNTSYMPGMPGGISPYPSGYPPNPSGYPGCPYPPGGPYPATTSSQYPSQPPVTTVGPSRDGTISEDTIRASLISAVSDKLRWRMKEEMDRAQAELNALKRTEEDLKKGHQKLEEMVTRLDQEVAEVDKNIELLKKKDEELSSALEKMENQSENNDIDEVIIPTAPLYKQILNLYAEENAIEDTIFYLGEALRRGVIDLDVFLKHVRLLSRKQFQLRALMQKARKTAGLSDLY
#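 Fluorescence polarization binding of Tsg101 binding domain (10 uM final) to FITC-labeled PTAP peptide (50 nM final) in HEPES pH 7.5 buffer with NaCl, Tween 20, EDTA, TCEP. Compounds added before peptide; binding 20 min at RT.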
# ELG1 repair inh = qHTS screen for small molecules that inhibit ELG1-dependent DNA repair in human embryonic kidney (HEK293T) cells expressing luciferase-tagged ELG1; HEK293T ELG1-luciferase reporter, luminescence, 16 h; DNA damage induced by 5-fluorouridine; Potency, µM (series often up to 46.1 µM), inactives show at the top dose activity change, negative = inhibition, most hits filed as inhibitors; 330,000 tested, 2.3% active; AID 504467, 2011; further: potency means the concentration at half of the fitted maximal effect; on the % scale 0 is the no-effect control and ±100 the full control effect; nearly all actives have a fitted effect of over 55% in size
#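 Luminescence from the luciferase reporter, measured 30 min after ONE-Glo reagent at room temperature, was the read-out. Beforehand, 2,000 cells per well were exposed for 16 hr at 37 °C to 5-fluorouridine together with compound or vehicle.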
# CXXC DNA block = qHTS Fluorescence Polarization Assay for Inhibitors of MLL CXXC domain - DNA interaction; Histone-lysine N-methyltransferase 2A (Homo sapiens), Q03164; MLL-CXXC / FITC-HOXA9 DNA fluorescence polarization; Potency, µM (top dose mostly 115 µM), without a hit: top-dose activity change, negative = inhibition, actives largely listed as inhibitors; 290,000 tested, 0.037% active; active means well fitted inhibition curve with a large enough effect in the polarisation, with a control signal flat, not every such curve was filed as active; inconclusive means small, poorly fitted or top-dose-only effect, or effect the other way, or a change in a side signal; inactive means no such curve, though single readings can be large or run the other way; the % refers to the polarisation; further: potency means the concentration at half of the fitted maximal effect
#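 Fluorescence polarization: 7 uM MLL-CXXC (stock) preincubated 5 min with compounds, then 50 nM fluorescein-HOX-A9 DNA (stock) added; 30 min ambient. Buffer 50 mM Tris-HCl pH 7.5, 50 mM NaCl, 1 mM DTT, 0.05% BSA.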
# BRCA1 expr up = qHTS Assay to Identify Small Molecule Activators of BRCA1 Expression; MCF7-BRCA1-FFLuc reporter, luminescence, 48 h; response scale: scaled: vehicle 0%, 10 µM genistein 100%; Potency, µM (highest dose often 46.1 µM), for inactives: at the top dose activation, usual class: activators; 380,000 tested, 1.1% active; AID 624202, 2012; further: potency means the concentration at half of the fitted maximal effect; nearly all actives have a fitted effect of over 80% in size; some results filed as inactive show a strong effect at the top dose
#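 Activators of BRCA1 expression were detected as increased firefly luciferase luminescence in engineered MCF7 cells after 48 h compound incubation. Signals were scaled to genistein 10 microM as full activation.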
# B2AR arrestin = qHTS assay of beta-arrestin-biased ligands of beta2-adrenergic receptor; 330,000 tested, 0.02% active; Potency, µM (top dose mostly 46.1 µM), for inactives: at the top dose activation, most hits filed as activators; beta-arrestin recruitment to beta2AR, cell-based reporter; Beta-2 adrenergic receptor (Homo sapiens), P07550;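 further: potency means the concentration at half of the fitted maximal effect; 0% = DMSO controls and full agonism = EC100 isoproterenol or metaproterenol; nearly all actives have a fitted effect of over 65% in size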
# Target sequence (P07550 whole entry, looked up): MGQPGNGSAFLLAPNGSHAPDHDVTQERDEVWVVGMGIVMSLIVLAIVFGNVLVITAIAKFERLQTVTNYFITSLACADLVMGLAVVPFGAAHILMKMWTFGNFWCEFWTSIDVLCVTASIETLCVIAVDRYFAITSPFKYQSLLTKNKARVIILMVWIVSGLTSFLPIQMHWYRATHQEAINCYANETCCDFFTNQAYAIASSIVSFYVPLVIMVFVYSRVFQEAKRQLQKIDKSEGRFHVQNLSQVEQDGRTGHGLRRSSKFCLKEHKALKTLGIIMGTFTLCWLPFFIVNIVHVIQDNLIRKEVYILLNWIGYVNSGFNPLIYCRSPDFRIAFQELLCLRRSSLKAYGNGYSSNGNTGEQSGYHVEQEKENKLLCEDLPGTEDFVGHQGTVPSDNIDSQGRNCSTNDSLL
# A-T KAP1 phos = qHTS Assay for Identifying a Potential Treatment of Ataxia-Telangiectasia | […] A-T fibroblasts, KAP-1 phosphorylation AlphaLISA; neocarzinostatin DNA damage 30 min before lysis | Potency, µM (highest dose often 57.5 µM), inactives show at the top dose activation, usual class: activators | 320,000 tested, 0.19% active; further: potency means the concentration at half of the fitted maximal effect; % of control where 0% means no effect; nearly all actives have a fitted effect of over 45% in size
#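 ATM-like activity read as KAP-1 phosphorylation via AlphaLISA donor/acceptor antibody pairs after lysis and 6 hr at 25C. Cells were ATM-null patient fibroblasts ([…], hTERT), dosed 60 min, then exposed to the DSB inducer NCS for 30 min.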
# TCR act = Activators of T cell receptors: qHTS campaign. primary human leukocytes, anti-CD3, IL-2 HTRF, 48 h. Potency, µM (series often up to 9.22 µM), without a hit: top-dose activation of IL-2 secretion, most hits filed as activators. 330,000 tested, under 10 active; further: % of control where 0% means no effect
#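 Compounds are tested in HTS on primary human leukocytes co-incubated with a-CD3 beads for 48 hr. IL-2 output is measured by time-resolved FRET.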
# TRPV1 ag = HTS Assay for Compounds that Act as Agonists of the Vanilloid Receptor 1. 320,000 tested, 0.19% active. AID 540275, 2011. TRPV1-expressing cells, Fluo-8 calcium influx, agonist mode. activation, % at 8.33 µM; in the data active means activation above about 80%; inconclusive means between about 30% and that limit; further: 0% is about no effect
#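 Fluo-8 calcium influx in TRPV1-expressing cells, kinetic read (ex 480/em 520 nm). Compound added and read 3 min for agonist activity, followed by capsaicin at EC20 final and 2 min further read for enhancement.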
# a7 integrin act = qHTS for Activators of Integrin-Mediated Alleviation for Muscular Dystrophy | 350,000 tested, 0.064% active | Potency, µM (top dose mostly 38.3 µM), for the others: at the highest dose activation, hits mostly activators | alpha7betagal myoblasts, beta-gal FDG fluorescence, 48 h;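 further: potency means the concentration at half of the fitted maximal effect; 100% = response of the positive control SU9516; nearly all actives have a fitted effect of over 60% in size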
#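 alpha7betagal+/- myoblasts (passage 13, 250/well) treated 48 h at 37C with compounds at 1:260 dilution of DMSO stock. Lysed, then beta-galactosidase activity read as FDG fluorescence (ex 480/em 540) after 30 min, with pre-read for autofluorescence.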
# * marks the source's active call; other numbers are inactive results; ? = inconclusive; · = not tested or not shown; [ ] = dose if it differs, or a comment. Unless noted, the call rests on the fitted dose curve; in most records, active means well fitted curve in the direction sought with a large enough effect; inconclusive means small, poorly fitted or top-dose-only effect, or another doubt; inactive means no such curve, though single readings can be large; an effect the other way counts as inactive or inconclusive.
item	Structure	p53 reactivation	PTAP TSG101 blk	ELG1 repair inh	CXXC DNA block	BRCA1 expr up
1	O=C(NCc1ccc(C(F)(F)F)cc1)C1CC(c2ccccc2[N+](=O)[O-])=NO1 (stereo not given)	-5%	0%	-6%	6%	-29%
2	CC(NCc1cccc(OCc2ccccc2)c1)C(O)c1ccccc1 (stereo not given)	17%	-3%	-11%	20%	-49%
3	CCCCn1c(CCNC(=O)c2ccco2)nc2ccccc21	-12%	0%	-17%	8%	-9%
4	C/C(=N\NC(=O)CSc1ncccn1)c1ccc2c(c1)OCCO2	-4%	-8%	20%	-2%	2%
5	Cc1cc(NC(=O)COc2ccc(C(C)(C)C)cc2)no1	24%	-1%	?	-19%	0%
6	C[C@H](CO)N1C[C@H](C)[C@@H](CN(C)Cc2ccc(C(=O)O)cc2)Oc2c(NS(=O)(=O)c3cn(C)cn3)cccc2C1=O	3%	-3%	26%	·	8%
7	O=C(NC1Cc2ccccc2C1)c1cc(COc2ccc(F)cc2Cl)on1	7%	-4%	14%	-1%	-2%
8	COC(=O)c1ccc(/C=C2/SC(=S)N(CCCC(=O)Nc3ccccn3)C2=O)cc1	8%	-2%	?	-5%	-85%
9	Cc1ccc(COC(=O)CCCN=C2NS(=O)(=O)c3ccccc32)cc1	-1%	-8%	-6%	·	-7%
10	CCc1cc(C(=O)NC2CCCN(Cc3ccccc3F)C2)n(C)n1 (stereo not given)	16%	-2%	?	1%	-20%
11	O=C(CSc1nnc(CSc2nc3ccccc3s2)o1)NC1CCCCC1	-1%	0%	10%	-1%	-6%
12	O=C(C[C@@H]1C/C=C\CCC(=O)OC[C@H](Cc2ccccc2)NC1=O)N[C@@H](CO)Cc1ccccc1	6%	1%	11%	·	5%
13	COc1ccc(OC)c(-n2c(N)c(C(=O)NCC3CCCO3)c3nc4ccccc4nc32)c1 (stereo not given)	-4%	-7%	16µM*	7%	-52%
14	O=C(O)c1ccc(NS(=O)(=O)c2cccc(C(=O)Nc3cccc(C(=O)O)c3)c2)cc1	-1%	-5%	6%	-10%	1%
15	Cc1sc(-n2c(C)cc(/C=C3\SC(=S)NC3=O)c2C)c(C#N)c1C	2%	?	28%	44%[activator]	-79%

item	B2AR arrestin	A-T KAP1 phos	TCR act	TRPV1 ag	a7 integrin act
1	-1.0%	-8%[11.5 µM]	-2%	15	6%
2	0.4%	4%	-2%	-2	-59%[inhibitor]
3	-1.0%	7%	10%	22	-7%
4	0.0%	1%	-5%	8	13%
5	0.5%	5%	-4%	4	-17%
6	-0.5%	1%	-2%	·	15%
7	-0.5%	-10%	12%	7	8%
8	-1.5%	0%	6%[46.1 µM]	0	-43%[inhibitor]
9	12%	1%	6%	?	-11%
10	0.1%	0%	-4%	1	-7%
11	-1.0%	-7%	-3%	3	-39%
12	-0.7%	7%	-11%	·	-15%
13	0.0%	20%	0%	19	-25%
14	-0.1%	37%	-6%	-3	7%
15	-0.3%	13%	-38%	7	39%

# Screen by screen, as entered above:
# PTAP TSG101 blk, entries 7–15, in order: -4%, -2%, -8%, -2%, 0%, 1%, -7%, -5%, ?
# BRCA1 expr up, entries 7–15, in order: -2%, -85%, -7%, -20%, -6%, 5%, -52%, 1%, -79%

# The list continues.
item	Structure	p53 reactivation	PTAP TSG101 blk	ELG1 repair inh	CXXC DNA block	BRCA1 expr up
16	COc1cc(C2NC(=S)NC3=C2CCc2ccccc23)cc(OC)c1OC (stereo not given)	-4%	-1%	2%	12%	-27%
17	CC(Cc1ccco1)NC(=O)c1cccc(S(=O)(=O)N(C)C)c1 (stereo not given)	?	0%	?	4%	18%
18	CC(=O)OC1(C(C)=O)CCC2C3CC4OC45CC(O)CCC5(C)C3CCC21C (stereo not given)	·	2%	·	·	-24%
19	O=C1N=C(N2C=CC(=C3C=CNC=C3)C=C2)/C(=C/N=NC(=O)c2ccccc2)S1	-1%	-2%	1%	5%	0%
20	COc1ccc(C(=O)Oc2ccc3c(c2)OCO3)cc1OC	25%	1%	?	30%[activator]	26%
21	O=C(O)c1ccccc1C(=O)N1CCN(Cc2ccc3c(c2)OCO3)CC1	2%	-1%	9%	-13%	-4%
22	O=S(=O)(NCc1ccccc1F)NCc1ccccc1F	1%	-4%	-3%	-7%	2%
23	O=C(COC(=O)C1=COCCO1)Nc1cccc(S(=O)(=O)N2CCOCC2)c1	-5%	·	-2%	9%	-16%
24	CC(=O)NCCNC(=O)CNC(=O)c1ccc(Cl)cc1	1%	-5%	?	-7%	-17%
25	CCOC(=O)C1=C(CN2CCN(C(=O)c3ccco3)CC2)NC(=O)NC1c1ccc(C)cc1 (stereo not given)	-6%	-9%	-1%	6%	-40%
26	CCn1nc(NC(=O)c2ccncc2)c2cc3cc(C)ccc3nc21	-3%	-4%	?	2%	2%
27	CCCn1c(NC(=O)CCNC(=O)c2ccccc2Cl)nc2ccccc21	-3%	-6%	21µM*	·	10%
28	N#Cc1c(-c2ccccc2)nc(-c2ccccc2)nc1N1CCOCC1	-3%	-6%	15µM*	25%	-5%
29	COc1ccc(-c2c(C)nn3c(C)cc(C)nc23)cc1	2%	-2%	-17%	-7%	-11%
30	COCCOC(=O)C1=C(C)OC(N)=C(C#N)C1c1cc2cccc(C)c2nc1Cl (stereo not given)	-1%	1%	0%	-8%	-19%

item	B2AR arrestin	A-T KAP1 phos	TCR act	TRPV1 ag	a7 integrin act
16	-0.7%	0%	1%[46.1 µM]	0	-11%
17	0.2%	-6%	-5%	8	0%
18	·	·	-3%	·	?
19	-0.4%	-5%	7%	0	21%
20	-0.8%	9%	5%	-4	18%
21	-0.4%	-11%	-2%	-1	-39%
22	0.1%	7%	1%	1	-14%
23	0.3%	1%	-1%	1	3%
24	-0.5%	1%	7%[46.1 µM]	0	12%
25	-1.4%	15%	-3%	0	-48%[inhibitor]
26	-0.3%	1%	-1%[46.1 µM]	?	-10%
27	0.3%	-4%	9%	-1	-24%
28	0.2%	-3%	-4%	?	-13%
29	0.1%	-1%	·	10	0%
30	-0.4%	14%	1%	7	-5%

# Going on with the list:
item	Structure	p53 reactivation	PTAP TSG101 blk	ELG1 repair inh	CXXC DNA block	BRCA1 expr up
31	Cc1cccc(NC(=S)NC(=O)c2ccc(Br)o2)c1C	11%	1%	?	5%	51%
32	Nn1c(SCc2cccc(Cl)c2)nnc1-c1ccncc1	-3%	-1%	?	-12%	-1%
33	NNC(=O)C1=NOC(CNc2ncc(C(F)(F)F)cc2Cl)C1 (stereo not given)	0%	0%	9%	-1%	-38%
34	O=C(NCc1cccc(Cl)c1)C1CCCO1 (stereo not given)	3%	1%	9%	-14%	-4%
35	O=C1CC(NNc2ccccc2)C(=O)N1c1ccc(N2CCCCC2)cc1 (stereo not given)	7%	0%	15%	7%	68%
36	CC1CC(NC2=NCCS2)CC(C)(C)C1 (stereo not given)	0%	-4%	-4%	-1%	1%
37	NNc1nc2ccc(F)cc2s1	?	0%	?	13%	12%
38	CC(=O)c1ccc(S(=O)(=O)N2CCN(CC(=O)NC(=O)NC3CCCCC3)CC2)cc1	16%	-5%	-12%	·	7%

item	B2AR arrestin	A-T KAP1 phos	TCR act	TRPV1 ag	a7 integrin act
31	0.0%	5%	7%	10	1%
32	-0.3%	0%	2%	8	13%
33	0.9%	-2%	6%	?	-15%
34	-0.1%	3%	1%	-4	-12%
35	0.0%	5%	4%	0	1%
36	0.0%	8%	-11%	0	?
37	-0.3%	-6%	13%[46.1 µM]	-3	5%
38	-3.7%	13%	-3%	1	2%

# Complete entries from above. Order of values: p53 reactivation, PTAP TSG101 blk, ELG1 repair inh, CXXC DNA block, BRCA1 expr up, B2AR arrestin, A-T KAP1 phos, TCR act, TRPV1 ag, a7 integrin act
# Shown for Nn1c(SCc2cccc(Cl)c2)nnc1-c1ccncc1 : -3%, -1%, ?, -12%, -1%, -0.3%, 0%, 2%, 8, 13%
# Shown for O=C1CC(NNc2ccccc2)C(=O)N1c1ccc(N2CCCCC2)cc1 (stereo not given) : 7%, 0%, 15%, 7%, 68%, 0.0%, 5%, 4%, 0, 1%
# Shown for CC(=O)c1ccc(S(=O)(=O)N2CCN(CC(=O)NC(=O)NC3CCCCC3)CC2)cc1 : 16%, -5%, -12%, ·, 7%, -3.7%, 13%, -3%, 1, 2%
